FAK blocker: FAK (human) kinase inhibition | biochemical FAK kinase activity assay | AID 727 | Q05397 | 0.84% of 97,000 active | inhibition, %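 (tested at 7 µM)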; in the data active means inhibition above about 19%;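 further: 0% = DMSO and 100% = reference compound high control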
Target sequence (Q05397 whole entry, looked up): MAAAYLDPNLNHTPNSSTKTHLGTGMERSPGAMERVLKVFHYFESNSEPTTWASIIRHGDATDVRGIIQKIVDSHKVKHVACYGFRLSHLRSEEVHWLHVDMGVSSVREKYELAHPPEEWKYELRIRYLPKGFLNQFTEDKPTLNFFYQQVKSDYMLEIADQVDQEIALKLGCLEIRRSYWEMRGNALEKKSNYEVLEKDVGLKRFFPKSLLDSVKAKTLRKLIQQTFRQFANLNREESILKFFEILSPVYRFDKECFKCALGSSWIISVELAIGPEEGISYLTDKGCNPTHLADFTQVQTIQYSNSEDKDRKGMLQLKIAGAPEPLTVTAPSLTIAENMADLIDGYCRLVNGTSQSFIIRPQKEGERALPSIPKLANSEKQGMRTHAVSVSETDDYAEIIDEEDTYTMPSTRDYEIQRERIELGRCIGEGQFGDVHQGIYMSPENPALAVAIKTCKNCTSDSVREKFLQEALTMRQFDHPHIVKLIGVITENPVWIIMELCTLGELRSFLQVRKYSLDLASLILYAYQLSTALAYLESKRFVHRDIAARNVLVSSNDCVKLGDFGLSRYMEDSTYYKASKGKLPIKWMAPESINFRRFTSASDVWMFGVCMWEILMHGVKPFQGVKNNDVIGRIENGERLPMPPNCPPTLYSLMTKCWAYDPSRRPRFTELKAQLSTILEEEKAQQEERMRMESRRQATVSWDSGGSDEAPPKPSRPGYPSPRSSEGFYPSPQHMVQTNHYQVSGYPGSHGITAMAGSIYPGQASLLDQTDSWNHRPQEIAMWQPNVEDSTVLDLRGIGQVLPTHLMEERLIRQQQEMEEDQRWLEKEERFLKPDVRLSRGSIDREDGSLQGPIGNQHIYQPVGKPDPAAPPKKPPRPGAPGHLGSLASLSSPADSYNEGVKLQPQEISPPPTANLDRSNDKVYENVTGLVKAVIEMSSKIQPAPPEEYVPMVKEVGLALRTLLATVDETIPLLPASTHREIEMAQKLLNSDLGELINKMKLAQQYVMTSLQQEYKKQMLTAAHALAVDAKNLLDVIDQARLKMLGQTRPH
PTPN22 act: increases human PTPN22 phosphatase activity | recombinant LYP, DiFMUP fluorescence; 0 = plate median, 100 = signal doubled | activation, % at 2 µM | 0.11% of 96,000 active | Q9Y2R2 | AID 697;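 active means activation at 2 µM above a set limit, the mean plus 5 SD, cut at about 37% in these data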
VCAM1 TNFa inh: reduces TNF alpha induced VCAM1 expression in HUVEC; HUVEC TNFa-induced VCAM-1 immunofluorescence, high-content imaging; inhibition, % at 2 µM; 0.48% of 95,000 active; AID 802;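 active means inhibition above the batch mean plus 3 SD, with images confirmed as a hit by eye, cut at about 37% in these data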;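 further: 0% = TNF-stimulated DMSO wells and 100% = unstimulated control wells; not every result past the cut was called active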
Pyk2 oligo antag: blocks oligomerization of human Pyk2 in cells; 0.83% of 99,000 active; Q293 cells, Pyk2 FERM NanoBiT luminescence; stronger effect = lower value; z-score (the deposit names both 25 µM and 10 µM); Q14289; AID 1347419;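 active means Z-score of -3 or lower, scaled per plate to the spread of control and sample wells; inactive means z-score above -3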;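 further: negative z-score means lost luminescence so less FERM oligomerization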
TNFa cytotox: HUVEC cytotoxicity counter-screen, TNF alpha stimulated; HUVEC TNFalpha-stimulated, Hoechst cell count, imaging; cell count reduction, % at 2 µM; 0.17% of 93,000 active; AID 848;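 active means cell count reduction exceeding the screen mean by over 5 SD, scaled to untreated wells per plate, cut at about 78% in these data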;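 further: cells counted after 24 h of TNF alpha exposure following the 1 h pretreatment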
ERa coact inh: ER-alpha (human) coactivator binding inhibition. P03372. TR-FRET ER-alpha LBD / SRC-1 peptide, estradiol-bound. inhibition, % at 25.6 µM. 1.7% of 86,000 active. AID 629; in the data active means inhibition above about 50%;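 further: 0% = receptor plus peptide control and 100% = peptide only without receptor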
IL1B cytotox: toxic to HUVEC cells under IL-1B stimulation. HUVEC cell count loss, Hoechst imaging, IL-1B stimulated. cell count reduction, % at 2 µM. 0.41% of 94,000 active. AID 845;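 active means cell count reduction more than 3 SD above the screen-wide mean, cut at about 70% in these data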;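 further: normalized per plate to untreated control cells as the no-loss baseline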
F-actin modifier: modifiers of cytoskeleton assembly; 0.18% of 91,000 active; HUVEC TNFa F-actin phalloidin imaging, high content; inhibition, % at 2 µM;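 active means inhibition above the batch mean plus 3 SD and confirmed as a hit by visual image inspection, cut at about 30% in these data, passing the limit was not always enough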; further: strong numbers were not always called active
LYP inh 2: blocks human PTPN22 phosphatase activity. inhibition, % at 2 µM. 0.21% of 96,000 active. Q9Y2R2. recombinant LYP catalytic domain, DiFMUP fluorescence;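 active means inhibition at 2 µM at or above a set limit, the screen mean plus 3 SD, cut at about 24% in these data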;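 further: 0% = DMSO with enzyme and 100% = enzyme fully blocked by orthovanadate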
Numbers without * were called inactive; x = not tested or not shown; [ ] = dose if it differs, or a comment.

Value order: IL1B cytotox | TNFa cytotox | Pyk2 oligo antag | ERa coact inh | LYP inh 2 | VCAM1 TNFa inh | FAK blocker | PTPN22 act | F-actin modifier
> CC(=O)Nc1ccc(OC(F)(F)C(F)F)c(NC(C)=O)c1
 : 1 | -11 | 0.41 | x | -6 | 6 | -1 | 5 | 6
> COc1ccc(S(=O)(=O)Nc2ccccc2C(=O)NCc2ccco2)cc1
 : -19 | x | -0.29 | 3 | 6 | x | 3 | -7 | 15
> Cc1ccc(CN2CC(C(=O)O)CC2=O)cc1 (configuration not stated)
 : 19 | 4 | 1.3 | -6 | -1 | 21 | -1 | 4 | 10
> Cc1ccc(CNC(=O)C(NS(=O)(=O)c2cccs2)C(C)C)cc1 (configuration not stated)
 : 12 | -5 | 0.2 | x | -15 | -13 | 7 | 13 | 2
> CCOC(=O)c1ccc(NC(=O)CN(Cc2ccc(Cl)cc2)S(C)(=O)=O)cc1
 : 5 | -31 | -0.5 | -6 | 11 | 4 | 2 | -9 | x
> CC(Sc1ccc2c(c1)OCCO2)C(=O)Nc1ncc(Cl)cc1Cl (configuration not stated)
 : -7 | 13 | 2.1 | 0 | 1 | -2 | -3 | 1 | -21
> O=C1c2ccccc2NC(c2cnc3ccccc3n2)N1O (configuration not stated)
 : -27 | 16 | -0.69 | -23 | 13 | 14 | 5 | -12 | -17
> COc1nc(C)nc(NC(=O)NS(=O)(=O)c2ccc(C)cc2)n1
 : -9 | 8 | -0.07 | 5 | -2 | 23 | 4 | 3 | -2
> CC(/C=C/c1cccs1)=C\C(=O)O
 : 9 | -10 | 0.69 | -5 | -3 | -4 | 4 | 3 | 4
> O=C(Nc1cc(C(F)(F)F)ccc1F)C1CCCC1
 : 3 | 14 | -0.47 | -7 | 17 | -13 | 4 | -14 | 0
> CC(C)CCNC(=O)c1ccc2c(c1)ncn2C1CCCCC1
 : 4 | 10 | -0.37 | -1 | -1 | 7 | 1 | 3 | -12
> COc1ccccc1OCCSc1nc2ccccc2c(=O)[nH]1
 : -2 | -4 | -1.5 | 13 | 14 | -11 | -5 | -11 | 3
> CC1(C)CC(=O)C2=C(C1)N(Cc1ccco1)C(=O)NC2(C(F)(F)F)C(F)(F)F
 : -13 | -4 | 0.7 | -7 | -4 | 5 | 0 | 6 | 9
> Cc1cc2n(n1)SC(Nc1ccccc1)N2 (configuration not stated)
 : -17 | -13 | 1.4 | -18 | -2 | -26 | 4 | 1 | 9
> O=C1c2ccccc2C(=O)N1c1n[nH]c(CCc2ccccc2)n1
 : -26 | -2 | -0.33 | -13 | -49 | 3 | 3 | 43* | -2

Part of the list above, as tab-separated lines:
SMILES	IL1B cytotox	TNFa cytotox	Pyk2 oligo antag	ERa coact inh	LYP inh 2	VCAM1 TNFa inh	FAK blocker	PTPN22 act	F-actin modifier
Cc1ccc(CN2CC(C(=O)O)CC2=O)cc1 (configuration not stated)	19	4	1.3	-6	-1	21	-1	4	10
CC(C)CCNC(=O)c1ccc2c(c1)ncn2C1CCCCC1	4	10	-0.37	-1	-1	7	1	3	-12
COc1nc(C)nc(NC(=O)NS(=O)(=O)c2ccc(C)cc2)n1	-9	8	-0.07	5	-2	23	4	3	-2
O=C(Nc1cc(C(F)(F)F)ccc1F)C1CCCC1	3	14	-0.47	-7	17	-13	4	-14	0
O=C1c2ccccc2C(=O)N1c1n[nH]c(CCc2ccccc2)n1	-26	-2	-0.33	-13	-49	3	3	43*	-2

Arranged by the number under ERa coact inh (low to high): some entries from above.
SMILES | ERa coact inh
Cc1ccc(CN2CC(C(=O)O)CC2=O)cc1 (configuration not stated) | -6
COc1nc(C)nc(NC(=O)NS(=O)(=O)c2ccc(C)cc2)n1 | 5
COc1ccccc1OCCSc1nc2ccccc2c(=O)[nH]1 | 13

Next part:
Value order: IL1B cytotox | TNFa cytotox | Pyk2 oligo antag | ERa coact inh | LYP inh 2 | VCAM1 TNFa inh | FAK blocker | PTPN22 act | F-actin modifier
> Cc1cc(C(=O)COC(=O)c2n[nH]c3ccccc23)c(C)n1C
 : -8 | -12 | 0.39 | 0 | 12 | 14 | -4 | -8 | 28
> COc1ccc(-c2nnc(SCC(=O)N3CCC(Cc4ccccc4)CC3)o2)cc1OC
 : -36 | -28 | -0.7 | -2 | 3 | -14 | 0 | -5 | 0
> CC(=O)Nc1ccc(S(=O)(=O)NC(CC(=O)NCCCN2CCOCC2)C(C)C)cc1 (configuration not stated)
 : 11 | -22 | -0.06 | x | 8 | 8 | -2 | -12 | -3
> CCOc1ccc(N(CC(=O)Nc2ccccc2C)S(=O)(=O)c2c(C)noc2C)cc1
 : -9 | 9 | x | -4 | 0 | 12 | -2 | -2 | 13
> CCOC(=O)N1CCC(c2cc(=O)n3[nH]ccc3n2)CC1
 : 4 | -24 | x | 7[fluorescence artefact?] | -5 | 13 | -2 | 4 | -1
> CC1(C)CC(=O)c2cnc(N3CCc4ccccc4C3)nc2C1
 : -22 | -55 | -0.29 | -5 | 1 | -6 | 0 | -4 | 11
> CCOC(=O)NC1C=CS(=O)(=O)C1 (configuration not stated)
 : -10 | -26 | 0.02 | -14 | 9 | 5 | -2 | -10 | -7
> CN(c1ccccc1)c1nc2ccsc2c(=O)s1
 : -9 | 4 | -0.89 | 5 | -5 | -1 | 5 | 1 | -4
> Nc1ccc(-n2nncc2-c2ccc(Cl)cc2)cc1
 : -13 | 7 | 0.06 | x | 5 | 5 | 3 | -2 | -12
> Cc1ccc(S(=O)(=O)N2CCC(C(=O)NCC3CCCO3)CC2)cc1 (configuration not stated)
 : -5 | 6 | 0.47 | -1 | 1 | -3 | -1 | 0 | x
> CCOC(=O)C1(C(C)(C)CC)CC(CSc2nc3ccccc3[nH]2)OC1=O (configuration not stated)
 : -33 | -7 | -0.15 | 10 | -4 | 1 | -3 | -3 | -2
> O=C(CC1NC2CCCCC2NC1=O)Nc1ccc2c(c1)OCO2 (configuration not stated)
 : -117 | -3 | 0.9 | -1 | -12 | 16 | -1 | 10 | -7
> Cc1nn2c(-c3ccc(Cl)cc3)ccnc2c1-c1ccccc1
 : 23 | -6 | -0.18 | x | -1 | 19 | 5 | -1 | -5
> COc1cccc(C2=NOC(C(=O)N3CCc4ccccc4C3)C2)c1 (configuration not stated)
 : 18 | -16 | x | -5 | -2 | 5 | 1 | -1 | -15
> O=C(c1ccc(-n2cccc2)cc1)N1CCN(Cc2ccccc2)CC1
 : 30 | 4 | -0.52 | x | -5 | -8 | 0 | 8 | 8
> COC(=O)CN(C#N)c1nc(OC)nc(N(C)C)n1
 : 9 | -12 | 1.7 | -20 | 3 | -1 | -3 | -4 | 24
> O=C(CCN1C(=O)C2CC=C(Cl)CC2C1=O)N1CCCCC1 (configuration not stated)
 : -20 | -1 | 0.32 | -1 | 10 | -2 | -12 | -7 | -8
> CC12CCC(=O)N1C(C(=O)O)Cc1c2[nH]c2ccccc12 (configuration not stated)
 : -9 | -23 | -0.69 | -9[fluorescence artefact?] | -27 | 1 | -6 | 26 | 6
> CC(=O)Oc1ccc(-c2cccc(C(=O)Oc3ccccc3)c2)cc1
 : -160 | -17 | -0.79 | -3 | 4 | -13 | -2 | -2 | 8
> Nc1nnc(SCC(=O)N2CCN(c3ccccc3)CC2)s1
 : 18 | -12 | 0.22 | -4[fluorescence artefact?] | 13 | 10 | 2 | -15 | 6
> COc1ccc(C(=O)c2c(C(F)(F)F)oc3c2C(=O)c2ccccc2C3=O)cc1
 : 7 | 30 | -2.5 | 1 | 6 | 94* | 11 | -3 | -34
> O=C(Nc1ccc2oc(-c3ccc(F)cc3)nc2c1)c1ccccc1F
 : -2 | -25 | 0.4 | 4[fluorescence artefact?] | 9 | -4 | -10 | -10 | -21
> CCCCN1C(=O)c2ccc(C(=O)Nc3cccc(C)c3C)cc2C1=O
 : -11 | -18 | 0.96 | -4 | 0 | 17 | 1 | 1 | -8
> COC(=O)C1=C(C(C)=O)C(c2ccc(C(=O)OC)cc2)n2nnnc2N1 (configuration not stated)
 : -24 | -28 | -0.43 | 1 | 9 | 16 | 2 | -6 | -5
> CCOC(=O)N1CCN(c2cc(=O)n(-c3ccccc3Cl)c(=O)[nH]2)CC1
 : -53 | -4 | x | 0 | -1 | 2 | -2 | 0 | 2
> COc1ccc(N/C(C)=C2/C(=O)C(=O)N(CCO)C2c2ccc([N+](=O)[O-])cc2)cc1 (configuration not stated)
 : -93 | 10 | -0.89 | -2 | 6 | 0 | 0 | -3 | -7
> CCC(=O)Nc1ccc(/C(C)=N\NC(=O)c2ccc(C)s2)cc1
 : 10 | 5 | 1 | x | -7 | 6 | 3 | 10 | -15
> O=C(O)C(CCCCN1C(=O)C2C3C=CC(C3)C2C1=O)N1C(=O)C2C3C=CC(C3)C2C1=O (configuration not stated)
 : 7 | -33 | -0.85 | -5[fluorescence artefact?] | 8 | -6 | 1 | -4 | 0
> CC(C)(C)c1nc2ccccc2c2nnc(SCC(=O)Nc3nc4ccccc4s3)n12
 : -43 | 6 | -0.57 | x | 21 | 3 | 23* | -19 | -40
> COc1ccccc1N1CCN(C(=O)CSc2nc3ccccc3c(=O)n2CC2CCCO2)CC1 (configuration not stated)
 : -25 | -14 | -0.24 | 6 | -2 | -2 | -2 | 0 | 11
> C=CCC(C)(NCc1ccccc1)c1ccccc1 (configuration not stated)
 : -27 | 7 | 0.41 | x | -4 | -1 | 1 | 9 | -39
> Cn1c(=O)c2c(nc3sccn32)n(C)c1=O
 : -10 | x | -0.56 | -6 | -5 | -38 | -9 | 3 | -11
> Cc1nnc(NC(=O)c2ccc(C)c(S(=O)(=O)N3CCCCCC3)c2)s1
 : -38 | -12 | -1.7 | -16[fluorescence artefact?] | 8 | 25 | -1 | -9 | 4
> CCCC(=O)NC1C2CC3CC(C2)CC1C3 (configuration not stated)
 : 11 | -5 | -0.18 | 83*[fluorescence artefact?] | -8 | 0 | 3 | 12 | 3
> NC(=O)C1(N2CCCCC2)CCN(CC(=O)Nc2ccccc2Sc2ccccc2)CC1
 : 14 | -11 | -1.8 | x | 7 | -6 | -1 | -3 | 12
> COc1ccc(-c2nnn(CC(=O)NCCc3c[nH]c4ccccc34)n2)cc1OC
 : -25 | -12 | 0.93 | x | 11 | -3 | 6 | -10 | 46
> O=C(CN1CCN(C(c2ccccc2)c2ccccc2)CC1)NC(=O)NCc1ccco1
 : 6 | -30 | -0.99 | x | 0 | -21 | 3 | -1 | 6
> Cc1ccnc(N2CCC(C(=O)Nc3nnc(C)s3)CC2)n1
 : 11 | x | 1 | 11 | -20 | x | 1 | 19 | 16
> CCCCN(CCCC)S(=O)(=O)c1ccc(NC(=O)CN2CCOCC2)cc1
 : 1 | 4 | -0.44 | -1[fluorescence artefact?] | 7 | -10 | 0 | -8 | -4
> COc1cc(OC)c2c(C)c(Cl)c(=O)oc2c1
 : -10 | -2 | -0.25 | 24[fluorescence artefact?] | 5 | 6 | -5 | -6 | 31
> Cc1cc(C)n(-c2nc3sc4c(c3c3nnc(SC(C)C)n23)CC(C)(C)OC4)n1
 : 14 | 18 | -1.5 | -9 | 8 | -2 | 2 | -4 | 12
> Cc1cccc(C2CC(c3ccccc3)Nc3nc(N)nn32)c1 (configuration not stated)
 : -9 | -10 | x | -3 | -7 | 3 | -6 | 6 | 8
> CC(C)OCCCNc1ncnc2c1cnn2-c1ccccc1
 : -11 | x | -1.1 | -7 | -3 | x | -1 | 1 | x
> CCC1(CC)Cc2ccccc2-c2nc(CN3CCOCC3)[nH]c(=O)c21
 : -4 | -28 | -1.4 | -13 | -8 | 2 | -3 | 5 | 5
> O=C(CCn1cnc2ccccc2c1=O)Nc1ccc2c(c1)OCCO2
 : -13 | 0 | -0.22 | -5 | -3 | 17 | 1 | 3 | 0
> CN1CCn2c1nc(N1CCOCC1)nc2=O
 : -13 | -10 | 0.44 | 1 | 31* | 16 | 1 | -33 | -2
> COc1ccc(NC(=O)c2ccccc2O)c(OC)c1
 : -2 | 14 | -0.6 | -1[fluorescence artefact?] | 0 | -3 | 0 | -1 | -14
> CC1=C(C)C(=O)N(c2ccccn2)C1=O
 : -9 | -14 | 0.56 | -10 | -9 | 9 | -9 | 8 | -43

Hits appear at their usual frequency; overall some 3.8% were active at least once.
